# Screening results deposited in PubChem by Johns Hopkins Ion Channel Center.
# CHT PAM: allosterically activates the human high affinity choline transporter | Q9GZV3 | CHT-expressing cells, membrane potential dye, choline EC20; hits give high values; LV-AA mutant CHT in HEK293 cells | actives 0.49% (n = 310,000) | B-score at 10 µM;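 active = initial fluorescence not abnormally high and integrated response B-score, plate-corrected, over 3 SD above library mean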
# Target sequence (Q9GZV3 whole entry, looked up): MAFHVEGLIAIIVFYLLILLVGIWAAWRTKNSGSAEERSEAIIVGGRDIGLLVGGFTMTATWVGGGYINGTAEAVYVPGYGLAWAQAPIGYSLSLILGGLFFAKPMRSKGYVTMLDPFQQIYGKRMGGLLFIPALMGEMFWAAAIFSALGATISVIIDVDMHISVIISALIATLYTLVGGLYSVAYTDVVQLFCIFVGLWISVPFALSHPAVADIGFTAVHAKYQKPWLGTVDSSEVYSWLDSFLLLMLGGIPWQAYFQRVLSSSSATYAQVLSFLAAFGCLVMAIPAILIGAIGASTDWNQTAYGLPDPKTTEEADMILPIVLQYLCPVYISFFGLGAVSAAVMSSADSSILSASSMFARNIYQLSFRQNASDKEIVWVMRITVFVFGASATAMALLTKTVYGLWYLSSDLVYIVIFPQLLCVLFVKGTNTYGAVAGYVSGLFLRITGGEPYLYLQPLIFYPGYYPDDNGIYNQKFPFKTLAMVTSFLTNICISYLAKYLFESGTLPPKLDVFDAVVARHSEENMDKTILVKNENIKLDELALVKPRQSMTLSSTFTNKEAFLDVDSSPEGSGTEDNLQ
# CHT inh: inhibits the human high affinity choline transporter. CHT-expressing cells, membrane potential dye, choline response; hits give low values. B-score at 10 µM. actives 0.86% (n = 310,000);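 active = B-score over 3 SD under the library average, and starting fluorescence ratio not unusually high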;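 note: choline stimulus applied at its EC90 after an EC20 pre-addition; B-score computed on integrated fluorescence ratio after choline addition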
# Starred values were filed as active, the others as inactive; i = inactive.
cpd	compound	CHT PAM	CHT inh
1	Cn1c(CNc2ccccc2)cc(=O)n(C)c1=O	i	i
2	O=C1N(Cc2cccnc2)C[C@@H]2C[C@@H](c3cccc(OC4CCCC4)c3)N3CCC[C@@]123	i	i
3	O=C(O)C1CC(c2ccccc2)=Nc2ccccc2S1 (stereo not given)	i	i
4	CCOc1ccc(S(=O)(=O)n2cc(F)c(=O)[nH]c2=O)cc1	i	i
5	CCn1c(=O)c(C(=O)NNC(=O)c2ccccc2Cl)c(O)c2ccccc21	i	i
6	CCOC(=O)c1ccc(CN2Cc3ccccc3C2=O)cc1	i	i
7	Cc1ccc(S(=O)(=O)NNC(=O)Nc2ccc(C)c(C)c2)c(C)c1	i	i
8	COc1ccc(/C=C(/NC(=O)c2ccccc2)C(=O)NCc2ccncc2)cc1	i	i
9	Nn1c(SCC(=O)Nc2cc(S(=O)(=O)N3CCOCC3)ccc2Cl)nnc1-c1cccnc1	i	i
10	O=C(NCc1ccco1)c1cnn2cccnc12	i	i
11	CC(=O)N1CCc2cc(Br)cc(S(=O)(=O)CCC(=O)Nc3c(C)n(C)n(-c4ccccc4)c3=O)c21	i	i
12	C[C@@H]1C=C(C(=O)N2CCN(Cc3ccc4c(c3)OCO4)CC2)O[C@H](OCCCCO)C1	i	i
13	CCCOc1ccc(C(=O)N(CC(C)C)c2c(N)n(Cc3ccccc3)c(=O)[nH]c2=O)cc1	i	i
14	Cc1nn(-c2ccccc2)c2sc(C(=O)OCC(=O)N3CCCCC3)cc12	i	i
15	CCOc1ccc(CCNc2cc(C)nc3ncnn23)cc1OCC	i	i
16	O=C(COc1ccccc1)Nc1cc(NC(=O)COc2ccccc2)cc(C(=O)O)c1	i	i
17	CCOc1ccc(NC(=O)CC(NCc2ccccn2)C(=O)O)cc1 (stereo not given)	i	i
18	O=C(c1cccc(Oc2ccccc2)c1)N1CCN(c2ccccn2)CC1	i	i
19	O=C(CNC(=O)c1ccccc1)NCc1ccc(Cl)cc1	i	i
20	CC(C)NCc1nnc(-c2ccc(Cl)cc2)o1	i	i

# Part of the list above, reformatted:
10	O=C(NCc1ccco1)c1cnn2cccnc12
  CHT PAM = i	CHT inh = i

12	C[C@@H]1C=C(C(=O)N2CCN(Cc3ccc4c(c3)OCO4)CC2)O[C@H](OCCCCO)C1
  CHT PAM = i	CHT inh = i

5	CCn1c(=O)c(C(=O)NNC(=O)c2ccccc2Cl)c(O)c2ccccc21
  CHT PAM = i	CHT inh = i

# Other entries follow:
cpd	compound	CHT PAM	CHT inh
21	CCOc1cc([N+](=O)[O-])cc(/C=N/NC(=O)c2c(-c3ccccc3)noc2C)c1O	i	i
22	Clc1ccccc1CN(Cc1ccccc1)C(c1cccs1)c1nnnn1C1CCCC1 (stereo not given)	i	i
23	CCOC(=O)N1CCN(CC(O)COCCC23CC4CC(CC(C4)C2)C3)CC1 (stereo not given)	i	i
24	Cn1c(=O)c(C(=O)CN2CCN(S(=O)(=O)c3ccccc3)CC2)c(N)n(Cc2ccccc2)c1=O	i	i
25	CCOC(=O)Cc1csc(/N=C/c2c(O)n(-c3ccccc3C(F)(F)F)c(=O)c3ccccc23)n1	i	i
26	COc1ccc(NC2CCCN(C(=O)CCN3CCOCC3)C2)cc1 (stereo not given)	i	i
27	CC(C)C[C@@H](N)c1nnc(SCC(=O)c2ccc(Cl)cc2)o1	i	i
28	CCN(CC)C(=O)Oc1ccc2c(=O)c(-c3ccc(OC)cc3)c(C)oc2c1	i	i
29	CC1CCN(c2nnc(-c3ccccc3)c3ccccc23)CC1	i	i
30	CCOC(=O)C1=C(C)NC(=O)NC1c1ccc2c(c1)OCCO2 (stereo not given)	i	i
31	CC(=O)Nc1cccc(NC(=O)c2oc3ccccc3c2C)c1	i	i
32	CCCC(=O)Nc1nnc(SCC)s1	i	i
33	CCOC(=O)C1(CC/C(C)=N\NC(N)=O)CC(C)OC1=O (stereo not given)	i	i
34	COc1cc(OC)cc(C(=O)NCC(=O)OCC(=O)N2CCc3ccccc32)c1	i	i
35	Cc1csc(NC(=O)c2ccc(S(C)(=O)=O)cc2)n1	i	i
36	C/C(=N/NC(=O)c1ccco1)c1ccc(NC(=O)c2ccc(F)cc2)cc1	i	i
37	Cc1cc2nc3c(nc2cc1C)C1(C(=O)N(C)C)CCC3(C)C1(C)C (stereo not given)	i	i
38	CCOC(=O)C(C)n1nc(C)c2sc3ccccc3c2c1=O (stereo not given)	i	i
39	CCCNC(=O)CSc1n[nH]c(=O)n1CCc1ccccc1	i	i
40	Cc1ccc(N(CC(=O)Nc2cc(C)cc(C)c2)S(=O)(=O)c2c(C)noc2C)cc1	i	i

# The list goes on:
cpd	compound	CHT PAM	CHT inh
41	COCCNC(=O)c1cccc(OC2CCN(Cc3ccccc3OC(F)F)CC2)c1	i	i
42	COc1ccccc1CCNC(=O)CSc1nnc2ccc(-c3ccncc3)nn12	i	i
43	COc1cccc(C(=O)Nc2nnc(CCS(=O)(=O)c3ccc(C)cc3)s2)c1	i	i
44	O=C(OCc1ccccc1F)c1cnc(Cl)c(Cl)c1	i	i
45	COc1ccc(CN=CC2=C(O)CNC2=O)cc1OC	i	i
46	CCN(CC)S(=O)(=O)c1ccc(NC2CCCc3ccccc32)nc1 (stereo not given)	i	i
47	O=C(CSc1nnc(-c2ccc3c(c2)OCO3)o1)Nc1ncc(C(F)(F)F)cc1Cl	i	i
48	O=C(CSc1nnc(-c2cccc(S(=O)(=O)N3CCCCC3)c2)o1)NCCC1=CCCCC1	i	i
49	CCN1CCc2c(sc(NC(=O)c3ccc(S(=O)(=O)N(C)CC4CCCO4)cc3)c2C(N)=O)C1 (stereo not given)	i	i
50	CCN1CCN(CCNC(=O)c2ccc3c(c2)NC(=O)/C(=C\c2ccc(OC)c(OC)c2)S3)CC1	i	i
51	O=C(Cn1c(=S)[nH]c2ccccc2c1=O)N1CCc2ccccc2C1	i	i
52	CCOC(=O)n1c(=O)n(Cc2ccc(Cl)cc2Cl)c2ccccc21	i	i
53	COc1ccc(C2Nc3ccccc3C(=O)N2c2ccccc2)cc1COc1ccccn1 (stereo not given)	i	i
54	Cc1cc(C(=O)N/N=C/c2ccc(N(C)C)o2)cs1	i	i
55	Cn1c(=O)[nH]c(=O)c2c1nc1n2CCCN1Cc1ccccc1	i	i
56	O=C1c2ccccc2C(Nc2ccc3c(c2)OCO3)N1Cc1ccc2c(c1)OCO2 (stereo not given)	i	i
57	Cc1cccc(C)c1N=Cc1c(C(F)(F)F)[nH][nH]c1=O	i	i
58	O=C(C1=C(O)C(=O)N(CCN2CCOCC2)C1c1cccc(Br)c1)c1cccs1 (stereo not given)	i	i
59	COc1ccc(C(=O)C2CCCN(S(=O)(=O)c3cccnc3)C2)c(C)c1 (stereo not given)	i	i
60	O=c1c(Cc2ccccc2)c(O)ccn1C1CCCCCCC1	i	i

# More records
cpd	compound	CHT PAM	CHT inh
61	CCN(CC)CCN1C2=C(C(=O)CC(C)(C)C2)C(c2cccc(F)c2)C2=C1CC(C)(C)CC2=O	i	i
62	COc1cccc(C(=O)C2CCCN(Cc3cn(CC(N)=O)c4ccccc34)C2)c1 (stereo not given)	i	i
63	CC(c1ccccn1)N(CCN(C)C)C(=S)Nc1cccc(F)c1 (stereo not given)	i	i
64	CC(Oc1ccccc1)C(=O)N/N=C/c1ccccn1 (stereo not given)	i	i
65	CC(=O)c1c(C)nc(-c2ccc(OCC(=O)Nc3ccc(F)cc3)cc2)n1O	i	i
66	COCC1CCN(C(=O)C2CCC(=O)N(Cc3ccc(Cl)cc3)C2)CC1 (stereo not given)	i	i
67	COc1cc2nc(CN3CCN(C(C)=O)CC3)[nH]c(=O)c2cc1OC	i	i
68	O=C(NCc1ccc(Cl)cc1)c1cccc(NC2=NC3CS(=O)(=O)CC3S2)c1 (stereo not given)	i	i
69	CCCOC(=O)c1ccc(Nc2nc(C)cc(=O)[nH]2)cc1	i	i
70	COc1ccc(-n2c(C)cc(C(=O)CN3C(=O)NC4(CCCc5sccc54)C3=O)c2C)cc1 (stereo not given)	i	i
71	Cc1ccc(CN(C(=O)Cn2nnc3ccccc32)C(C(=O)NCc2ccco2)c2ccc(C)o2)cc1 (stereo not given)	i	i
72	CC(=O)C1=C(C)Nc2ncnn2C1c1cccc(Br)c1 (stereo not given)	i	i
73	Cc1ccc2cn[nH]c2c1NC(N)=S	i	i
74	O=C1CCN(Cc2ccccc2)CCN1CCOc1ccccc1	i	i
75	Nn1c(SCC(=O)N2CCCc3ccccc32)nnc1-c1ccccc1	i	i
76	O=C(N/C(=C\c1cccs1)C(=O)N1CCOCC1)c1cccs1	i	i
77	CCC1CCC2(CC1)NNC(=S)NN2	i	i
78	COc1ccc(Cc2nnc(NC(=O)c3ccc(Cl)c([N+](=O)[O-])c3)s2)cc1	i	i
79	O=C(NCC1CCCO1)c1cccc(F)c1 (stereo not given)	i	i
80	CCCCN1C(Nc2ccccc2)=NC[C@@H]1Cc1ccccc1	i	i

# Laid out differently: 4 of the compounds above
(62) COc1cccc(C(=O)C2CCCN(Cc3cn(CC(N)=O)c4ccccc34)C2)c1 (stereo not given)
  CHT PAM = i	CHT inh = i

(63) CC(c1ccccn1)N(CCN(C)C)C(=S)Nc1cccc(F)c1 (stereo not given)
  CHT PAM = i	CHT inh = i

(64) CC(Oc1ccccc1)C(=O)N/N=C/c1ccccn1 (stereo not given)
  CHT PAM = i	CHT inh = i

(65) CC(=O)c1c(C)nc(-c2ccc(OCC(=O)Nc3ccc(F)cc3)cc2)n1O
  CHT PAM = i	CHT inh = i

# Following part:
cpd	compound	CHT PAM	CHT inh
81	O=C(Cc1ccccc1F)Nc1ccc(S(=O)(=O)Nc2ncccn2)cc1	i	i
82	CCCCCOc1ccc(Br)cc1/C(C)=N/NC1=NCCN1	8.7*	i
83	CN(C)c1ccc(/C=N\NC(=S)SCN2C(=O)C3CCC(C)(C2=O)C3(C)C)cc1 (stereo not given)	i	i
84	CNC(=O)/C(C#N)=C1\SC(Cc2ccc(F)cc2)C(=O)N1c1ccccc1C (stereo not given)	i	i
85	CNc1cc(F)nc(F)n1	i	i
86	CC(=O)C1=C(C)NC(SCc2ccc(C#N)cc2)=C(C#N)C1c1ccco1 (stereo not given)	i	i
87	Cc1noc(C)c1C(=O)N1CCCC(N2CCN(c3cccc(C(F)(F)F)c3)CC2)C1 (stereo not given)	i	i
88	Cc1ccc(/C=C2\Oc3c(ccc(O)c3CN3CCN(CCO)CC3)C2=O)cc1	i	i
89	N#Cc1cccc(NC(=O)COC(=O)CCc2nc3ccccc3c(=O)[nH]2)c1	i	i
90	O=C1c2ccc(Oc3ccc4c(c3)C(=O)N(CCCCO)C4=O)cc2C(=O)N1CCCCO	i	i
91	Cc1cc(C)n2[nH]c(=O)c(N=Nc3cccc(Cl)c3)c2n1	i	i
92	COCCN(C(=O)CSc1ncn[nH]1)c1c(N)n(Cc2ccccc2)c(=O)[nH]c1=O	i	i
93	COc1ccc(C(=O)Nc2ccccc2C(=O)N2CCN(c3ccccc3)CC2)cc1	i	i
94	COc1ccc(-c2cc(C(=O)N3CCOCC3)c3cc(C)ccc3n2)cc1	i	i
95	CN1C(=O)c2ccccc2N(C)C1c1ccc2c(c1)OCO2 (stereo not given)	i	i
96	CC(=O)NS(=O)(=O)c1ccc(N/C(N)=N/c2nc(C)cc(C)n2)cc1	i	i
97	CCCCNC(=O)C1CCN(c2nc(C)cc(C)n2)CC1	i	i
98	O=C(NC1CCCCC1)N(Cc1cc2cc3c(cc2[nH]c1=O)OCCO3)C1CCCCC1	i	i
99	CCOc1ccccc1CNC(=O)C1CCCN(c2ncnc3c2nc2n3CCCCC2)C1 (stereo not given)	i	i
100	O=C(/C=C/c1cccs1)NCc1cccnc1	i	i

# Additional entries:
cpd	compound	CHT PAM	CHT inh
101	CC1=C(C(=O)OC(C)(C)C)C(c2ccc3ccccc3c2)NC(=O)N1C (stereo not given)	i	i
102	COc1ccc(C(=O)Nc2c(N)nc(SCC(=O)Nc3ccc(NC(C)=O)cc3)[nH]c2=O)cc1	i	i
103	Cc1cccc(C)c1NC(=O)CN(C)C(=O)Cc1cccc(C(F)(F)F)c1	i	i
104	COc1ccc(C2N(S(=O)(=O)c3ccc(C)cc3)CCN2S(=O)(=O)c2ccc(C)cc2)cc1	i	i
105	Cc1cc(=O)n2c(C)n[nH]c2n1	i	i
106	CCc1nnc(NC(=O)c2n[nH]c(=O)c3ccccc23)s1	i	i
107	Cc1ccc(NC(=S)Nc2cc(C(=O)O)ccc2N2CC3CC(C2)c2cccc(=O)n2C3)cc1C (stereo not given)	i	i
108	O=C(CCc1c[nH]c2ccccc12)N/N=C/c1ccc2c(c1)OCO2	i	i
109	C=CCN(C(=O)c1csnn1)C(C(=O)NCc1ccc(F)cc1)c1cccs1 (stereo not given)	i	i
110	CCOC(=O)c1ccc(NC(=S)NC2CC(C)(C)NC(C)(C)C2)cc1	i	i
111	CCN1CCN(Cc2ccccc2NC(=O)Nc2ccc(C)cc2)CC1	i	i
112	O=C(CCCCCn1c(=S)[nH]c2ccc(N3CCOCC3)cc2c1=O)NCc1ccc2c(c1)OCO2	i	i
113	Cc1ccc(C(=O)NC(=S)NNC(=O)c2ccccc2[N+](=O)[O-])cc1	i	i
114	COc1ccc(NC(=S)N(CCCN2CCCC2)Cc2cccn2Cc2ccc(Cl)cc2)cc1Cl	i	i
115	O=C1CCC(C(=O)Nc2ccccc2)N1 (stereo not given)	i	i
116	Cc1ccc(C)c(N2C(=O)CC(Cc3ccc(Br)cc3)C2=O)c1 (stereo not given)	i	i
117	N#C/C(=N\Nc1ccccc1F)c1nc(-c2ccccc2)cs1	i	i
118	CCc1nc2nc(C)c(NS(=O)(=O)c3ccc4c(c3)CCCC4)c(=O)n2[nH]1	i	i
119	COc1ccc(CCn2nc(C)c([N+](=O)[O-])c2C)cc1	i	i
120	COc1cc(C(=O)NCC(=O)N/N=C/c2cccc(OC(=O)c3ccco3)c2)cc(OC)c1OC	i	i
121	CCOCCCNC(=O)C(NC(=O)c1ccccc1O)c1ccc(Cl)cc1 (stereo not given)	i	i
122	N#Cc1c(-c2ccccc2)nc2n(c1=O)CCS2	i	i
